Hsp70 inhibitors: Hsp70 inhibitors, probe displacement, primary screen, biochemical, fluorescence polarization (AID 583); displacement, % at 20 µM; hits with a dose series show IC50 in µM; 0.06% of 140,000 active; Hsp70 fluorescence polarization probe displacement, mP; higher % means a stronger effect; in the data active means displacement above about 50%;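 further: plate controls were vehicle for no effect and reference ligand for full effect; a part of the inactive calls stands beside numbers as strong as those of hits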
Rat MKP-3 inhibitors: inhibition of rat DUSP6 enzyme activity – biochemical, in vitro, primary screen (AID 425). recombinant MKP-3 phosphatase activity, fluorescence; higher % means a stronger effect. inhibition, % at 20 µM, or IC50 in µM where a hit was titrated. 0.17% of 110,000 active; in the data active means inhibition above about 50%;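 further: plate controls were vehicle for no effect and reference inhibitor for full effect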
Starred values were filed as active, the others as inactive; . = no result given; & = joins results of further samples.

SMILES	Hsp70 inhibitors	Rat MKP-3 inhibitors
C/C(=N\N=C1\NC(=O)C(CC(=O)Nc2ccccc2C)S1)c1ccco1 (stereo not given)	2.8%	3.8%
Cn1c(N)c(C(=O)COC(=O)CCCc2c[nH]c3ccccc23)c(=O)n(C)c1=O	1.4%	-17.0%
COc1ccc(N=Cc2c(O)[nH]c3ccccc23)cc1	-6.1%	.
CCOc1nc(C)ccc1-c1noc(-c2ccco2)n1	-3.9%	-4.9%
Cc1cc(NCc2ccccc2)nc(-c2ccccc2O)n1	-4.7%	-10.4%
Cc1ccc(N2C(=O)NC(=O)/C(=C/c3cccc(F)c3)C2=O)cc1	2.1%	1.1%
COc1ccc(OC)c(NC(=S)NC(NC(=O)c2ccccc2Br)C(Cl)(Cl)Cl)c1 (stereo not given)	1.4%	-1.1%
O=C(Nc1nc(-c2ccc(Br)cc2)cs1)c1cc([N+](=O)[O-])ccc1Cl	0.6%	1.8%
COc1cc(CC(=O)N2CCOCC2)c(Cc2cc(OC)c(OC)cc2CC(=O)N2CCOCC2)cc1OC	-5.0%	-3.0%
Cc1ccccc1NC(=O)CSc1nnc(Cc2ccccc2)o1	2.8%	.

Some of the entries so far, field by field.
> Cc1cc(NCc2ccccc2)nc(-c2ccccc2O)n1
  Hsp70 inhibitors: -4.7%	Rat MKP-3 inhibitors: -10.4%
> Cc1ccccc1NC(=O)CSc1nnc(Cc2ccccc2)o1
  Hsp70 inhibitors: 2.8%	Rat MKP-3 inhibitors: .

(listing goes on)
SMILES	Hsp70 inhibitors	Rat MKP-3 inhibitors
COc1ccc(/C=N/NC(=O)c2n[nH]c3c2CCC3)cc1O	-4.4%	-0.5%
CCOC(=O)C(NC(=O)OC(C)C)(Nc1nccs1)C(F)(F)F (stereo not given)	2.8%	1.0%
CCOC(=O)CSC1=Nc2ccccc2C2=NC(CC(=O)NCc3ccc(OC)cc3)C(=O)N12 (stereo not given)	-2.3%	-1.0%
Cc1sc(-n2c(C)ccc2C)c(C#N)c1C	-1.1%	-2.5%
CCOC(=O)Cn1c(C)cc(COC)c(C#N)c1=O	0.5%	3.7%
O=C(CSc1nc(-c2ccccc2)c(-c2ccccc2)[nH]1)NCc1ccco1	-0.1%	.
CCCCOc1ccc2c(=O)c(Oc3ccccc3Br)coc2c1	-0.7%	-0.9%
CCOC(=O)c1coc(CNC(=O)c2c(C)oc3c2CCCC3)c1	-1.0%	-3.9%
Brc1ccc(NCc2cccc3ccccc23)nc1	-0.9%	.
COCCNC(=O)c1ccccc1NS(=O)(=O)c1ccc(Br)s1	2.3%	.
O=c1[nH]c2sc3c(c2c(=O)n1Cc1ccccc1)CCC3	-4.0%	-4.7%
O=C(C1CC1)N1CCN=C1SCc1ccc(Cl)cc1	3.8%	5.6%
CCOC(=O)C(=CNc1ccccc1C(=O)O)C(=O)OCC	4.0%	-1.1%
Cc1ccccc1NC(=O)N(C(C)C)C(C)C	0.7%	.
Cc1ccc(S(=O)(=O)N2CCC(C(=O)NCC3CCCO3)CC2)cc1 (stereo not given)	2.3%	.
Cc1ccc(S(=O)(=O)Nc2cc(C)c(O)c(Sc3ncn[nH]3)c2)cc1	-4.3%	4.4%
NC(=O)COc1ccc(/C=N/NS(=O)(=O)c2ccccc2)cc1	-3.6%	1.5%
O=C(N/N=C/c1ccc(OC(=O)c2cccs2)cc1)c1ccncc1	1.3%	-0.1%
Cc1oc(-c2cccc(Cl)c2)nc1CN1CCCC(C(=O)NCc2ccco2)C1 (stereo not given)	-0.4%	1.0%
O=C(CS(=O)(=O)Cc1ccccc1)Nc1ccc(Cl)cn1	5.7%	.
CC(=O)c1sc(N)c(C(=O)OC(C)C)c1C	0.4%&3.1%	-0.9%
Clc1ccc(-c2nnc(CSc3nnc(-c4cccs4)o3)o2)cc1	3.1%	.
Cc1c(N(C)C)nc2ccccc2c1N	-1.9%	-5.4%
COc1cc(S(=O)(=O)N(Cc2ccco2)C2CCCC2)ccc1-n1cnnn1	0.1%	-10.1%
CC(=O)Oc1ccccc1-c1nc2s/c(=C/c3ccco3)c(=O)n2n1	1.2%	3.1%
COc1ccc2ccc3c(c2c1)N=CC1(O3)N(C)c2ccccc2C1(C)C (stereo not given)	0.7%	.
COc1ccc(-c2nc(C#N)c(NCCc3ccccc3)o2)cc1OC	4.6%	2.5%
COc1ccc2[nH]cc(CCC(=O)O)c2c1	-0.7%	6.6%
O=C(COc1ccccc1Cl)Nc1ccc2c(c1)OCCO2	0.6%	-7.2%
O=C(Nc1ccccc1)Nc1ccccc1C(=O)NCc1ccco1	4.1%	-8.8%

Single values from above.
Under Hsp70 inhibitors, COc1cc(S(=O)(=O)N(Cc2ccco2)C2CCCC2)ccc1-n1cnnn1 has the entry 0.1%
Under Hsp70 inhibitors, O=C(COc1ccccc1Cl)Nc1ccc2c(c1)OCCO2 has the entry 0.6%

Following part.
SMILES	Hsp70 inhibitors	Rat MKP-3 inhibitors
Cc1ccc(/C(O)=C2\C(=O)C(=O)N(CCCC(=O)O)C2c2ccc(N(C)C)cc2)cc1 (stereo not given)	-4.7%	3.5%
O=C(NCCN1CCN(C(=O)c2ccc(Cl)cc2Cl)CC1)c1ccc(Cl)cc1Cl	-2.5%	6.2%
Cc1nnc(NCc2ccco2)c2ccccc12	2.2%	2.8%
CCC(=O)N1N=C2c3ccc(OC)cc3CCC2C1c1ccc(N(C)C)cc1 (stereo not given)	3.9%	-0.1%
CCCOc1ccc(/C(O)=C2/C(=O)C(=O)N(CCN(C)C)C2c2ccc(O)c(OC)c2)cc1 (stereo not given)	0.8%	-0.5%
COc1ccc(S(=O)(=O)N2CCN(C(=O)c3cccnc3)CC2)cc1	2.4%	-1.7%
O=[n+]1c2c(n([O-])c3cc(Br)ccc31)CCC2	-0.9%	-7.3%
CC(=O)c1c(C)oc2c1cc(OC(=O)c1ccco1)c1ccccc12	5.1%	-0.6%
COc1ccc(OCC(=O)N2CCN(c3ccccn3)CC2)cc1	-1.6%	0.3%
COC(=O)c1cn(-c2ccccc2)nc1-c1cccnc1	-3.2%	5.9%
COc1cccc(-c2nnc(SCc3nc4ccccc4[nH]3)n2N)c1	1.6%	-6.6%
COc1ccc2cc(CN(Cc3cccs3)Cc3nnnn3Cc3ccccc3)c(=O)[nH]c2c1	9.7%	.
COc1cccc(-c2noc(C3CCCN(C(=O)Cc4ccccc4)C3)n2)c1 (stereo not given)	2.0%	0.7%
CCCCCCCNC1CC(=O)N(c2cccc(Cl)c2)C1=O (stereo not given)	-2.8%	4.8%
CCN(CC)S(=O)(=O)c1cccc(-c2nnc(SC(C)C(=O)NCCC3=CCCCC3)o2)c1 (stereo not given)	7.4%	-3.0%
Cc1nc2ncnn2c(C)c1CCC(=O)NCCC1=CCCCC1	0.4%	5.2%
O=C(c1ccc2nc(-c3ccco3)c(-c3ccco3)nc2c1)N1CCN(c2ncccn2)CC1	12.6%	.
CCNC(=O)COn1c(SCC(=O)NCC)nc2ccccc2c1=O	-2.0%	2.1%
CCCCCCC(=O)NCC(=O)OCC(=O)c1ccccc1	-3.6%	-2.3%
C=CCN1C(=O)/C(=C\c2ccc([N+](=O)[O-])o2)C(=O)NC1=S	95.9%*	95.8%*
CC12CN(C(=O)c3ccccc3)C3(C#N)CC1CCC23C (stereo not given)	-0.3%	1.4%
CCCCn1c(SCc2cc(=O)[nH]c3ccccc23)nc2c1c(=O)n(C)c(=O)n2C	6.7%	-4.4%
COc1ccc(OC)c(-n2c(O)c(C=Nc3ccc4c(c3)OCO4)c(=O)[nH]c2=O)c1	0.2%	2.8%
O=C(OC1CCCCC1)c1ccc(NC(=O)C2CCCCC2)cc1	0.2%	.
Clc1cccc(/C=N/N2CCN(C(c3ccccc3)c3ccccc3)CC2)c1	-4.6%	0.8%
COc1ccnc(N=CNOCc2ccc(F)cc2Cl)c1C#N	4.1%	.
O=c1[nH]c(=S)n(-c2ccc(Br)cc2)c(O)c1/C=C1\C=Nc2ccccc21	-2.4%	7.8%
O=C(COc1ccc(Cl)cc1)NNC(=O)c1ccc([N+](=O)[O-])cc1Cl	1.3%	-2.8%
CC(=O)Nc1ccc(OCC=C(Cl)Cl)cc1	0.5%&-0.7%	-11.4%&-0.2%
COc1ccc(C=C2C(=O)N(C)C(=O)N(C)C2=O)cc1O	1.5%	-2.8%
Cc1nn(-c2ccc(C(F)(F)F)cn2)c(C)c1Oc1ccccc1O	-2.1%&8.8%	1.3%
CCOC(=O)c1sc2nccc(N(C)C)c2c1N=CN(C)C	1.7%	0.0%
COc1ccc(CN2C(=O)CCC2(C)C(=O)NC2CCCCC2)c(OC)c1 (stereo not given)	-2.3%	0.1%
COc1ccc(N2C(=O)CSC23C(=O)N2CCCc4cccc3c42)cc1 (stereo not given)	-1.7%	-4.0%
Cc1ccccc1C(=O)c1cccn1CC(=O)NCc1ccco1	-0.7%	-5.8%
O=C(NCC(=O)N(c1ccccc1)C(C(=O)NC1CCCC1)c1ccncc1)c1ccco1 (stereo not given)	1.3%	.
CCCN(c1ccc(OCC)cc1)c1ncnc2nc[nH]c12	-0.2%	-12.3%
COC(=O)c1cccc(Nc2nc3ccccc3nc2C)c1	0.3%	-9.1%
COC(=O)c1ccccc1NC(=O)C12CCC(C)(C(=O)O1)C2(C)C (stereo not given)	-4.5%	0.8%
C=C(C)CSc1nnc2n(-c3ccc(C)cc3)c(=O)c3c4c(sc3n12)COC(C)(C)C4	-1.3%	4.9%
CCc1ccccc1NC(=O)/C(C#N)=C\c1ccc(Sc2ccccc2)o1	2.5%	-3.9%
CCn1c(SCC(=O)NCCc2ccccc2)nnc1-c1cccs1	-4.0%	-8.9%
CCOC(=O)c1c(N)sn(-c2ccccc2)c1=S	0.8%	2.3%
O/N=C\c1cccn1-c1ccc(Br)cc1	-7.4%	.
CC1CCCCN1S(=O)(=O)c1ccc(NC(=O)c2cccs2)cc1 (stereo not given)	-2.3%	-2.5%
Clc1ccccc1CN1CCN(N=Cc2cccc(Br)c2)CC1	2.0%	0.6%
CCn1c(=O)c2cc(C(=O)NCCN3CCOCC3)sc2c2ccccc21	-0.8%	-8.0%
O=C(COc1ccccc1Cl)Nc1cccc(-c2cc3ccccc3oc2=O)c1	-4.6%	4.1%
O=c1c2ccc(Br)c3cccc(c32)c2nc3ccc4c5c(ccc(c35)n12)CC4	0.8%	0.3%
C=CCn1c2ccccc2c2nnc(SCC)nc21	-1.1%	2.2%

Next part:
SMILES	Hsp70 inhibitors	Rat MKP-3 inhibitors
COC(=O)c1ccccc1NC(=O)C1CCC(C)(C(=O)O)C1(C)C (stereo not given)	-1.6%	0.7%
CCSc1nc(SCC)c2c3c(sc2n1)CN(C)CC3	12.8%	0.0%
Cc1ccc(-c2nc3cc(Cl)cc(Cl)c3o2)cc1NC(=O)c1ccc(Br)o1	-1.1%	-0.9%
CC(NC(=O)CSC(=O)c1ccccc1)c1ccccc1 (stereo not given)	-0.8%	0.4%
CCOc1ccc(C(=O)CCN2CCCCC2)cc1	2.2%	1.8%
C/C(Nc1ccc(C)cc1)=C(\C#N)C(=O)NC1CCCCC1	0.4%	2.7%
CCCCCC#CCC#CCC#CCC#CCCCC(=O)O	.	0.832µM*
CCCn1c(CNC(=O)c2ccccc2)nc2ccccc21	1.4%	-2.4%
CCOc1cc(/C=C2\SC(=S)N(NC(=O)c3ccccc3Cl)C2=O)ccc1O	4.2%	0.3%
Cc1ccc2cc(C(c3nnnn3C(C)(C)C)N3CCCC3)c(=O)[nH]c2c1C (stereo not given)	0.7%	-2.1%
CC(=O)Nc1cc(C(=O)c2ccccc2)ccc1N1CCOCC1	-3.4%	-6.9%
Cc1ccc(-c2c3c(=O)n(C)c(=O)n(C)c3cn2-c2ccccc2O)cc1	3.9%	4.8%
Cc1nc(Nc2nc(=O)c3ccccc3n2C)nc2c(C)cccc12	-8.4%	19.2%
COc1ccc2ccccc2c1/C=N/NC(=O)c1cc(C)[nH]n1	0.5%	2.4%
CN1CC(=O)Nc2ccc(F)cc2C1=O	-4.4%	-0.7%
O=C(CSc1nnnn1-c1ccccc1)c1ccc([N+](=O)[O-])cc1	-6.4%	5.6%
Cc1ccc(-n2ncc3c(=O)[nH]c(SCC(=O)N4CCOCC4)nc32)cc1	0.2%	8.6%
Cc1ccc(NCN2C(=O)C3C4C=CC(C4)C3C2=O)cc1 (stereo not given)	4.5%	-7.0%
Cc1ccc(S(=O)(=O)N(CC(=O)N2CCC(C)CC2)Cc2ccccc2F)cc1	-1.4%	.
Cc1ccc2nsnc2c1NC(=O)c1cccc(Br)c1	0.2%	-2.5%
COc1ccc(NC(=O)C(F)(F)F)cc1OC	-4.9%	.
O=C(c1cc(C2CC2)nc2ccc(Br)cc12)N1N=C(C(F)F)CC1(O)C(F)F (stereo not given)	-1.5%	.
COc1ccc(C(C[N+](=O)[O-])C2(c3ccc(OC)c(OC)c3)C(=O)c3ccccc3C2=O)cc1 (stereo not given)	0.4%	2.3%
CCc1ccccc1NC(=O)c1c(-c2ccccc2Cl)noc1C	-1.4%	-1.3%
CCOC(=O)c1ccccc1NC(=O)Cn1cnc2c(cnn2-c2ccc(F)cc2)c1=O	.	-8.8%
O=C(N/N=C/c1cccc(O)c1)C(=O)N1CCCCCC1	4.3%	-0.6%
CCOC(=O)c1ccccc1NC(=O)CSc1nc2ccccc2o1	6.3%	-4.9%
Nc1ccc(N2CCCCCC2)cc1	6.6%	15.8%
O=C(CN(Cc1ccccc1)S(=O)(=O)c1ccccc1)N/N=C/c1ccccc1F	-0.1%	0.0%
Cc1ccc(-c2nnn(CC(=O)N(CC(=O)NC3CCCCC3)c3cnc4ccccc4c3)n2)o1	-2.4%	2.9%

Copied from above for reference:
SMILES	Hsp70 inhibitors	Rat MKP-3 inhibitors
COc1ccc(NC(=O)C(F)(F)F)cc1OC	-4.9%	.
O=C(c1cc(C2CC2)nc2ccc(Br)cc12)N1N=C(C(F)F)CC1(O)C(F)F (stereo not given)	-1.5%	.
COc1ccc(C(C[N+](=O)[O-])C2(c3ccc(OC)c(OC)c3)C(=O)c3ccccc3C2=O)cc1 (stereo not given)	0.4%	2.3%
CCc1ccccc1NC(=O)c1c(-c2ccccc2Cl)noc1C	-1.4%	-1.3%

High-throughput results from PubChem BioAssay.

These rows are one share of the data; rates above refer to the full screens.
